# Source: PubChem
# GPR151 ag = activates the human receptor GPR151; activation, % at 11.2 µM; 1% of 650,000 active; PathHunter beta-arrestin GPR151 cells, luminescence; AID 1508602; in the data active = activation above about 4.9%;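 also: 0% = median of compound wells and 100% = cells with positive control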
# Target sequence (Q8TDV0 whole entry, looked up): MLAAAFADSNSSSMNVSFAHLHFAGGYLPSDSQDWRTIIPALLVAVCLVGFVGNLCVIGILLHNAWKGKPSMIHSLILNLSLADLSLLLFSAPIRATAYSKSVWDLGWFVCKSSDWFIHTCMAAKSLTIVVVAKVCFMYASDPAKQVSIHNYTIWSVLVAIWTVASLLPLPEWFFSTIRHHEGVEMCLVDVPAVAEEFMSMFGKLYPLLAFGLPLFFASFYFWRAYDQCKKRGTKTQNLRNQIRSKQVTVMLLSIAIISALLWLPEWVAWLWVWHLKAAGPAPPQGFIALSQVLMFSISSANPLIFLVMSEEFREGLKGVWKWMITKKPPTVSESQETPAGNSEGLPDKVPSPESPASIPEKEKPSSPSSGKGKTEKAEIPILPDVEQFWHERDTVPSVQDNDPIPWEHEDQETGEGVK
# TEAD-YAP block = TEAD-YAP interaction inhibition | HEK-TIYL cells, TEAD-Gal4/YAP UAS-luciferase luminescence | AID 1259422 | 1.4% of 640,000 active | inhibition, % at 9.12 µM; in the data active = inhibition above about 32%;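 also: 0% = median of test compound wells and 100% = reference inhibitor wells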
# MITF inh = inhibitors of human MITF; AID 1259374; 0.91% of 650,000 active; inhibition, % at 2.6 µM; AlphaScreen MITF homodimerization, bead proximity signal; in the data active = inhibition above about 50%;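 also: 0% = vehicle wells with protein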
# Target sequence (O75030 whole entry, looked up): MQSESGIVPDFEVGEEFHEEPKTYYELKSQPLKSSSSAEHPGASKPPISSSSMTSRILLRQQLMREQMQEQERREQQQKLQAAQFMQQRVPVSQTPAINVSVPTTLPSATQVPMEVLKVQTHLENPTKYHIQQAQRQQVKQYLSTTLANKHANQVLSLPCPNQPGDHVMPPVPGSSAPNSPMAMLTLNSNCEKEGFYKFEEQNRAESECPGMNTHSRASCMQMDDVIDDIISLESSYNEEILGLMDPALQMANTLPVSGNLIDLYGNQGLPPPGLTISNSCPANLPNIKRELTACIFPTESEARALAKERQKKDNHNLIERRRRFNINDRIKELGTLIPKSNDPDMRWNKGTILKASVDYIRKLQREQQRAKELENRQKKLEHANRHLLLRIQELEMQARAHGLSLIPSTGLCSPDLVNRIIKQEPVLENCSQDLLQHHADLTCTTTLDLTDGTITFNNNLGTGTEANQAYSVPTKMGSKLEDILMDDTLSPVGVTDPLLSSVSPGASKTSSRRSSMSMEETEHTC
# FBW7 act = activators of human E3 ligase FBW7; Q969H0; AlphaScreen FBW7–phospho-cyclin E peptide binding, activator screen; normalized activity (activation), % at 26.1 µM; 0.13% of 650,000 active; in the data active = normalized activity above about 1.9%;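 also: purified mutant Fbw7 with reduced substrate affinity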
# The depositor's hits bear a star; & = joins results of further samples. Outcome played no part in choosing rows. Share with any hit: about 3.4%.
# Results follow in this order: FBW7 act | GPR151 ag | TEAD-YAP block | MITF inh
- C=CCNC(=O)C(=O)NCC1OCCCN1S(=O)(=O)c1ccc(OC)c(OC)c1 (stereo not given)
  0.3 | 0.1 | -10 | 9
- COc1nsc(N/N=C/c2ccccc2)c1C#N
  0.2 | 0.2 | -9 | 14
- Cc1cc(C(=O)Nc2cccc(Cn3cc(Cl)cn3)c2)ccc1[N+](=O)[O-]
  -0.2 | 4.0 | -1 | -12
- O=C(c1cc(-c2ccccc2)n[nH]1)N1CCOc2ccc(C(O)c3ccccn3)cc2C1 (stereo not given)
  0.0 | 1.9 | -7 | 0
- Cc1cc(C)n(C(=O)c2ccc3c(c2)N(CC(=O)N2CCOCC2)C(=O)CO3)n1
  0.0 | 0.5 | 4 | 9
- COc1ccc(-n2c(C)ccc2C)cc1
  0.0 | 2.7 | 3 | -1
- COc1cccc(CN2CCC(C(=O)N(C)Cc3ccccc3)CC2)c1O
  0.0 | -0.3 | 2 | 6
- Cc1ccc(F)c(CN[C@H]2C[C@H]3C(=O)N[C@@H](CCCCN)C(=O)N3C2)c1
  -0.2 | 0.4 | -11 | 1
- O=C(Cc1ccccc1)Nc1c2c(nn1-c1ccc(F)cc1)CS(=O)(=O)C2
  -0.1 | 0.2 | -2 | 2
- c1ccc(CCn2nnnc2C(c2ccncc2)N2CCc3ccccc3C2)cc1 (stereo not given)
  0.8 | 0.1 | -1 | 22
- CC(=O)Nc1cc(OC(C)=O)c2nonc2c1OC(C)=O
  -1.6 | -4.7 | 99* | 39
- CCOC(=O)c1ccc(NC(=O)CC2SC(=NC)N(C)C2=O)cc1 (stereo not given)
  -0.3&0.3 | 3.1&0.4 | 7&14 | -3&7
- CN(Cc1cnn(C)c1)Cc1ccc(C(=O)NC2C3CC4CC(C3)CC2C4)c(=O)[nH]1 (stereo not given)
  0.0 | -1.1 | 6 | -10
- Cc1cc(C)n2nc(SCC(=O)N3CCCc4ccccc43)nc2n1
  0.2 | -0.9 | -1 | 10
- COc1ccc(C2C(C(=O)OCCOC(C)C)=C(C)NC3=C2C(=O)CC(C)(C)C3)c(OC)c1 (stereo not given)
  -0.1 | 0.6 | 8 | 3
- CCOC(=O)C1CCN(c2c(NCc3ccc(C(=O)NCCOC)cc3)c(=O)c2=O)CC1
  -0.1 | 0.3 | 3 | 13
- CC(C)CC(NC(N)=O)C(=O)OCC(=O)c1c(-c2ccccc2)[nH]c2ccccc12 (stereo not given)
  0.0 | 1.8 | 17 | -3
- O=C(COc1ccc([N+](=O)[O-])cc1)Nc1ccc(S(=O)(=O)Nc2nccs2)cc1
  0.2 | 0.6 | 16 | 43
- CCOC(=O)c1c(NC(=O)c2cc3cc(Br)ccc3oc2=O)sc2c1CCC(C)C2 (stereo not given)
  -0.3 | 1.9 | 2 | 5
- Fc1ccc(-c2nnc(Nc3nc4ccc(F)cc4s3)o2)cc1
  -0.1 | 1.3 | -1 | 0
- Cc1ncc(CN2CCC(C(=O)Nc3cccc(-c4ccn[nH]4)c3)CC2)s1
  0.0 | 1.2 | 13 | 10
- COc1ccc(/C(C)=N/Nc2ccc(Cl)nn2)c(O)c1
  -0.4 | 0.7 | -1 | 27
- CC(=O)NC(N)=NCCCC(N)C(=O)O (stereo not given)
  -0.1 | 1.6 | -23 | -11
- O=C(Nc1cccc(C(F)(F)F)c1)c1nn2c(C(F)(F)F)cc(-c3ccccc3)nc2c1Br
  -0.1 | -0.6 | -3 | 23
- O=C1CCC(C(=O)OCCOc2ccccc2Cl)=NN1
  0.1 | 0.3 | -2 | 7
- CCOC(=O)c1sc2nc(SCc3cccc(F)c3)n(Cc3ccc(F)cc3)c(=O)c2c1C
  -0.1 | 0.8 | 5 | -4
- CCCOC(=O)c1c(NC(=O)c2cc(-c3ccc(Br)cc3)nc3ccccc23)sc2c1CCCCC2
  0.0 | -0.9 | 1 | 20
- O=C(Nc1ccc2c(c1)OCO2)c1ccc2nc(Br)sc2c1
  0.0 | -0.2 | 8 | 12
- CCn1ncc(CN2CCC(Oc3cc(C(=O)NC4CC4)ccc3OC)CC2)c1C
  -0.1 | -0.5 | -10 | 7
- COc1ccc(-c2cc(C(=O)Nc3ccc(C#N)cc3)no2)cc1
  0.0 | -0.4 | -2 | 5
- COc1ccc(C2C3(C#N)C(N)=NC4(OCCO4)C23C#N)c(OC)c1OC (stereo not given)
  -0.3 | -0.1 | 3 | -10
- Cc1cc(OCC(=O)Nc2ccccc2C(N)=O)ccc1C(C)C
  -0.1 | -0.1 | -27 | -1
- CCC(=O)N1c2ccccc2NC2=C(C(=O)CC(c3ccco3)C2)C1c1ccco1 (stereo not given)
  -0.1 | 0.1 | 4 | -8
- O=S1(=O)N=C(SCc2ccccc2Cl)Nc2ccccc21
  -0.1 | -2.0 | -18 | -9
- COc1ccccc1N1CCN(C(=O)C(=O)N/N=C/c2cccc(O)c2)CC1
  0.0 | 2.1 | 4 | 8
- CN(C)S(=O)(=O)c1ccc(Cl)c(C(=O)OCC(=O)NC2CCCC2)c1
  0.1 | -0.1 | 1 | 13
- O=C(Cc1ccc(-c2ccccc2)cc1)OCC(=O)N1CCCC1
  0.2 | 2.8 | -5 | 1
- CC(OC(=O)c1ccc(NC(N)=O)cc1)C(=O)Nc1cc(Cl)cc(Cl)c1 (stereo not given)
  0.1 | -1.7 | -19 | 9
- CC(=O)NC1=NN(C(C)=O)C(C)(c2cccc(OC(=O)c3ccccc3)c2)S1 (stereo not given)
  0.2 | -0.3 | 61* | 22
- CN(C)CCCNc1ncnc2c1c(-c1ccccc1)cn2-c1ccccc1
  0.0 | 1.2 | 5 | 19
- C=CCc1cc(Cl)ccc1OCCNCCCOC
  -0.2 | 0.3 | 10 | 25
- CCNC(=S)N1CCN(CCN2C(=O)c3cccc4cccc(c34)C2=O)CC1
  0.1 | 1.3 | -2 | 11
- Cc1c(C)n2c(SCC(=O)Nc3ccc4c(c3)OCO4)nnc2[nH]c1=O
  0.1 | 1.0 | -7 | -5
- CCOc1cc(/C=N/NC(=O)c2nnn(-c3nonc3N)c2C)ccc1O
  0.2 | 0.5 | 10 | 4
- COc1ccc(NC(=O)Nc2cccnc2)c(OC)c1
  -0.1 | -0.3 | 1 | 1
- COc1ccc(-n2ccnc2SCC(=O)NC2CCCC2)c(OC)c1
  0.0 | 1.8 | -1 | -4
- COc1ccc(Nc2nc(N(C)N)nc(C)c2[N+](=O)[O-])cc1
  0.1 | -0.5 | 7 | 14
- CCN1CCN(c2nc(NCCO)c3ccccc3n2)CC1
  1.5 | -1.2 | 9 | 24
- Cc1ccnc(N2CCCC(C(=O)NC3CC3)C2)n1 (stereo not given)
  -0.1 | 0.1 | 3 | 4
- COC(=O)c1cc(OC)c(OC)cc1NC(=O)Nc1ccc(OC)cc1
  -0.1 | -0.3 | -4 | -4

# (continued)
# Results follow in this order: FBW7 act | GPR151 ag | TEAD-YAP block | MITF inh
- O=C(CSc1nnc(CCCOc2ccc(Cl)cc2Cl)o1)Nc1nccs1
  0.3 | -2.6 | 0 | 16
- COc1ccc(O)c(C(=O)CC(=O)c2ccc(F)cc2)c1
  0.3 | -8.1 | 51* | 8
- Nc1cccc(C(=O)Nc2cccc(Cl)c2)c1
  0.1 | -0.9 | -28 | 9
- Cc1cnc(-c2ccc(N3CCOCC3)nc2)nc1NCCN1CCOCC1
  0.0 | 2.4 | -9 | 1
- O=C(CNC(=O)c1cccc(Br)c1)N/N=C/c1ccccc1[N+](=O)[O-]
  -0.1 | 2.5 | -9 | 3
- O=C(Cc1ccc(Cl)c(Cl)c1)N1N=C(C2CC2)CC1(O)C(F)(F)F (stereo not given)
  0.0 | -0.8 | 0 | -1
- O=C1CC(c2ccccc2)CN1C(=O)Nc1ccc(Cl)cc1 (stereo not given)
  0.0 | 1.7 | -49 | 0
- Cc1ccc(CCNC(=O)c2nnc(-c3cccnc3)o2)cc1
  -0.2 | -1.1 | 3 | 3
- COc1cc(=O)n2c(c1C(=O)N(C)Cc1nccs1)CCN(CC1CCCCC1)CC2
  -0.1 | -0.2 | 3 | -15
- CC1=C(C(=O)OC2CCCCC2)C(c2ccc(O)cc2)C2=C(CC(c3ccccc3)CC2=O)N1 (stereo not given)
  0.0 | 4.1 | 10 | -12
- Cc1cccc(NC(=O)C(F)(F)F)c1C
  0.0 | 1.6 | -4 | 1
- CC(=O)Nc1ccc(S(=O)(=O)Nc2onc(C)c2C)cc1
  0.3 | 2.5 | 0 | 3
- C=CCN(CC=C)S(=O)(=O)c1ccc(C(=O)Nc2nc(-c3ccc(Oc4ccccc4)cc3)cs2)cc1
  0.1 | -1.7 | 6 | 15
- CCn1cc(SCC(=O)Nc2ccc(C)cc2)c2ccccc21
  -0.1 | -1.8 | -4 | 5
- CC1(C)CC(=O)C2=C(C1)N(N1CCOCC1)C(N)=C(C#N)C2c1cccc(Br)c1 (stereo not given)
  0.2 | -0.3 | 0 | 8
- Cc1ccsc1C1N(Cc2ccc(Cl)cc2)CCN1Cc1ccc(Cl)cc1
  -0.1 | 2.7 | 7 | 1
- OC(CNCC(O)C1CCc2cc(F)ccc2O1)C1CCc2cc(F)ccc2O1 (stereo not given)
  0.0 | -0.5 | 6 | 7
- S=C(Sc1nc(Nc2ccccc2)nc(Nc2ccccc2)n1)N1CCOCC1
  1.1 | 0.5 | -50 | 16
- CN(C)C1NC(=O)c2cc(-c3ccccc3)sc2N1 (stereo not given)
  0.0 | 7.0* | -9 | -10
- CC(C)Cc1nc2sc3c(=O)n(N)cnc3c2c2c1COC(C)(C)C2
  0.0 | -0.3 | -7 | -17
- Cc1cc(N2CCN(C)CC2)n2c(nc3ccccc32)c1C#N
  -0.1 | 0.7 | -4 | -1
- CCOC(CCn1c(SCC(=O)N2CCN(c3ccccc3OC)CC2)nc2ccccc2c1=O)OCC
  0.6 | -0.9 | 28 | 20
- CCOc1ccc2nc(Nc3nc(CSc4nc5ccccc5s4)cc(=O)[nH]3)nc(C)c2c1
  0.0 | 0.6 | -5 | -9
- COC(=O)C1(C(F)(F)F)C=C(C)N(c2c(Cl)cccc2Cl)C(N)=C1C#N (stereo not given)
  0.7 | -1.1 | 1 | 13
- O=C(/C=C/c1ccccc1[N+](=O)[O-])n1nnc2ccccc21
  -0.1 | 1.2 | 9 | 10
- COc1cccn2c(C(=O)NC(C)C)c(C(F)(F)F)nc12
  -0.5 | 3.2 | 1 | 10
- CC(=O)N1CCc2[nH]nc(-c3cccs3)c2C1
  0.5 | -0.8 | -6 | 7
- CCOC(=O)C1=C(C)NC2=C(C(=O)c3ccccc32)C1c1ccc(OCC)c(OC)c1 (stereo not given)
  -0.1 | -0.4 | -27 | 4

# 17 compounds from above, sorted by number of heavy atoms, lowest first.
# Results follow in this order: FBW7 act | GPR151 ag | TEAD-YAP block | MITF inh
- Cc1cccc(NC(=O)C(F)(F)F)c1C
  0.0 | 1.6 | -4 | 1
- CC(=O)N1CCc2[nH]nc(-c3cccs3)c2C1
  0.5 | -0.8 | -6 | 7
- CN(C)C1NC(=O)c2cc(-c3ccccc3)sc2N1 (stereo not given)
  0.0 | 7.0* | -9 | -10
- COc1cccn2c(C(=O)NC(C)C)c(C(F)(F)F)nc12
  -0.5 | 3.2 | 1 | 10
- O=C(/C=C/c1ccccc1[N+](=O)[O-])n1nnc2ccccc21
  -0.1 | 1.2 | 9 | 10
- Cc1ccc(CCNC(=O)c2nnc(-c3cccnc3)o2)cc1
  -0.2 | -1.1 | 3 | 3
- O=C(Cc1ccc(Cl)c(Cl)c1)N1N=C(C2CC2)CC1(O)C(F)(F)F (stereo not given)
  0.0 | -0.8 | 0 | -1
- CC(C)Cc1nc2sc3c(=O)n(N)cnc3c2c2c1COC(C)(C)C2
  0.0 | -0.3 | -7 | -17
- COC(=O)C1(C(F)(F)F)C=C(C)N(c2c(Cl)cccc2Cl)C(N)=C1C#N (stereo not given)
  0.7 | -1.1 | 1 | 13
- Cc1ccsc1C1N(Cc2ccc(Cl)cc2)CCN1Cc1ccc(Cl)cc1
  -0.1 | 2.7 | 7 | 1
- Cc1cnc(-c2ccc(N3CCOCC3)nc2)nc1NCCN1CCOCC1
  0.0 | 2.4 | -9 | 1
- CC1(C)CC(=O)C2=C(C1)N(N1CCOCC1)C(N)=C(C#N)C2c1cccc(Br)c1 (stereo not given)
  0.2 | -0.3 | 0 | 8
- CCOC(=O)C1=C(C)NC2=C(C(=O)c3ccccc32)C1c1ccc(OCC)c(OC)c1 (stereo not given)
  -0.1 | -0.4 | -27 | 4
- CCOc1ccc2nc(Nc3nc(CSc4nc5ccccc5s4)cc(=O)[nH]3)nc(C)c2c1
  0.0 | 0.6 | -5 | -9
- CC1=C(C(=O)OC2CCCCC2)C(c2ccc(O)cc2)C2=C(CC(c3ccccc3)CC2=O)N1 (stereo not given)
  0.0 | 4.1 | 10 | -12
- C=CCN(CC=C)S(=O)(=O)c1ccc(C(=O)Nc2nc(-c3ccc(Oc4ccccc4)cc3)cs2)cc1
  0.1 | -1.7 | 6 | 15
- CCOC(CCn1c(SCC(=O)N2CCN(c3ccccc3OC)CC2)nc2ccccc2c1=O)OCC
  0.6 | -0.9 | 28 | 20
